# PglD inh: blocks C. jejuni PglD acetyltransferase activity; purified PglD enzyme, DTNB colorimetric CoA detection; inhibition, % at 12.5 µM; actives 0.098% (n = 360,000); in the data active = inhibition above about 16%, passing the limit was not always enough; inconclusive = no clear call, values can overlap the other calls; also: strong numbers were not always called active
# E-selectin induc: E-selectin induction on HUVECs. HUVEC E-selectin immunofluorescence imaging; normalized: neutral wells 0, TNF-alpha wells 100. activation, % at 7.58 µM. actives 0.37% (n = 260,000). AID 686992;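 active = mean E-selectin-positive cell signal at least 10% of the positive control, reached in at least 60% of replicates, without over 20% cell loss; inconclusive = no rule given, readout overlaps actives, possibly toxicity-flagged; inactive = the rest, including those meeting only one limit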;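 also: in these data hits start at about 27%; measured in HUVEC primary endothelial cells; signal is the percent of cells scored E-selectin positive by PE staining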
#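 Test system: HUVEC | Signal: Immunofluorescence imaging | Read-out: Percent E-selectin-positive cells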
# ERp5 inh: inhibitors of human ERp5. ERp5 insulin aggregation, absorbance 650 nm, 90 min. Q15084. inhibition, % at 9.99 µM. actives 0.05% (n = 350,000);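 active = mean replicate inhibition above about 25%, with every replicate also reaching it, limit read from the data, passing the limit was not always enough; inconclusive = only one of those two criteria met; inactive = neither criterion met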
# Target sequence (Q15084 whole entry, looked up): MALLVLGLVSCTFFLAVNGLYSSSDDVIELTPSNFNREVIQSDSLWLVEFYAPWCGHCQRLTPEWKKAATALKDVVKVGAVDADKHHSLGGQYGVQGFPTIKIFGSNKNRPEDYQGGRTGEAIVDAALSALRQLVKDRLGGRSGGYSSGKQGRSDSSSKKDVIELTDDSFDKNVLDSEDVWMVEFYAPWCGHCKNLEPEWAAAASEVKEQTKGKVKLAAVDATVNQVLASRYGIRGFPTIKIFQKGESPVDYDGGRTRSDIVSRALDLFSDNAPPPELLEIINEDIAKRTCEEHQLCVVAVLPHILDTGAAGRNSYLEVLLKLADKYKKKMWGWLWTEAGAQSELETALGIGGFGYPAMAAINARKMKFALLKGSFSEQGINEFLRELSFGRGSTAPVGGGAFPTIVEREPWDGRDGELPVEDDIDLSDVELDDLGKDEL
# CASP6 VEID inh: caspase-6 (human) enzyme inhibition | purified caspase-6, Z-VEID-R110 cleavage fluorescence | P55212 | inhibition, % at 12.5 µM | AID 686996 | actives 0.53% (n = 350,000);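 active = mean inhibition across replicates at least about 35%, with every replicate also reaching that limit, limit read from the data; inconclusive = only one of the two criteria met; inactive = neither criterion met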;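 also: 0% = median of neutral control wells and 100% = no fluorescence left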
# esBAF inh: SWI/SNF esBAF complex inhibition. mouse ES cells, Bmi1-luciferase knock-in reporter, 24 h; 100% = twice the neutral-well signal. reporter increase, % at 12.5 µM. actives 2% (n = 350,000); in the data active = activation above about 40%; inconclusive = no clear call, values can overlap the other calls;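 also: 0% = median of the plate's neutral control wells and 100% = double that signal; a rise in the Bmi1 reporter signal indicates esBAF inhibition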
# ARNT TACC3 PPI: disrupts binding between human ARNT and TACC3. AlphaScreen His-ARNT PAS-B/GST-TACC3 binding, luminescence; TACC3 fragment carries E629A point mutation. inhibition, % at 9.99 µM. actives 0.66% (n = 390,000). AID 623870;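 active = mean inhibition of replicates at least 50% and at least half of replicates each reaching 50%; inconclusive = half or more replicates reach 50% but mean below 50%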;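 also: 0% = complete ARNT plus TACC3 wells and 100% = ARNT alone without TACC3; many hits fall short of the cut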
# RAD54 branch: inhibitors of human RAD54 branch migration; Q92698; RAD54 Holliday junction branch migration, FAM/BHQ fluorescence; inhibition, % at 10.4 µM; actives 0.14% (n = 360,000); AID 602329;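 active = mean normalized replicate activity at least 40 and at least half of replicates scoring 40 or more; inconclusive = only one of the two criteria met; inactive = mean below 40 and under half of replicates reaching 40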;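 also: 0% = median of neutral control wells and 100% = median of positive control wells; inhibitors cause a drop in the FAM fluorescence signal; in these data hits start at about 50%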
# RAD52 anneal inh: blocks human RAD52 DNA annealing | P43351 | recombinant RAD52 DNA annealing, FRET fluorescence | inhibition, % at 18.7 µM | actives 0.46% (n = 360,000) | AID 651710;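 active = every replicate showing at least 50% inhibition; inconclusive = mean inhibition at least 50% but not in every replicate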
# Target sequence (P43351 whole entry, looked up): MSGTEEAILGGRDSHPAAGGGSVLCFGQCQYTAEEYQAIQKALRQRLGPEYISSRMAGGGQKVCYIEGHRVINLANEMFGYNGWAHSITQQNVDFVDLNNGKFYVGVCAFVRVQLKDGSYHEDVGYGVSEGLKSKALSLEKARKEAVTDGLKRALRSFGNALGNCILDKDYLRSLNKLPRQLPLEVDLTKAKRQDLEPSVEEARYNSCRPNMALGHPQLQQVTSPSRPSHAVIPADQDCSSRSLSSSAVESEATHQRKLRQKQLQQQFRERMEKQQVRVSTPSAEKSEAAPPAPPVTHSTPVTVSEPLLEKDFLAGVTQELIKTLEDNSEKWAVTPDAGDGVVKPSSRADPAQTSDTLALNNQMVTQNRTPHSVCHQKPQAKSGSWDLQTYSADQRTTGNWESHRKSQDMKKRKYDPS
# * marks the source's active call; other numbers are inactive results; ? = inconclusive; nt = not tested or not shown; & = joins results of further samples.
SMILES,PglD inh,E-selectin induc,ERp5 inh,CASP6 VEID inh,esBAF inh,ARNT TACC3 PPI,RAD54 branch,RAD52 anneal inh
O=C(C[C@@H]1CC[C@@H](NS(=O)(=O)c2ccccc2)[C@@H](CO)O1)N1CCc2ccccc2C1,1,-0.1,4,0,-6,-2,2,3
COCC#Cc1ccc2c(c1)O[C@H](CN(C)C(=O)CN(C)C)[C@@H](C)CN([C@H](C)CO)S2(=O)=O,2,1.4,-2,-2,3,-1,6,-4
COc1ccccc1/C=C/c1ccc2cccc(O)c2n1,3,-0.1,1,8,67*,22,7,-7
O=C(O)COc1ccc(C(=O)c2ccccc2)cc1,-5,nt,6,-2,-3,-2,-16,-13
Fc1ccc(C(CCNCc2ccccn2)c2ccc(Cl)cc2)cc1 (centres undefined),8,nt,nt,nt,-4,48*,16,nt
COc1cccc(-c2noc(CCC(=O)NC3CCCC3)n2)c1,nt,0.0,-6,-1,nt,-4,-3,-18
Cc1cc(C)cc(CC(=O)N2CCC2(C)C(=O)NS(=O)(=O)c2cc(C)ccc2F)c1 (centres undefined),0,0.7,-14,-1,-5,nt,2,-18
CCS(=O)(=O)N1CCC(C(=O)NCc2ccc(F)cc2)CC1,-1,nt,nt,nt,-18,6,6,nt
O=[N+]([O-])c1ccc(/C=N/n2cn[nH]c2=S)cc1,1,nt,10,-2,-2,-2,-4,0
Cc1cc(C(=O)NNC(=O)Cc2ccc(Cl)cc2)c(C)o1,0,0.2,2,1,4,19,-6,-6
COc1ccc2cc3cc(C(=O)NCCN4CCN(Cc5ccccc5)CC4)oc3nc2c1,0,nt,nt,nt,17,-7,11,nt
COc1ccc(C(CNC(=O)COc2ccc(F)cc2Br)N2CCCC2)cc1 (centres undefined),nt,nt,3,-4,nt,4,nt,-25
Fc1ccc(COc2ccccc2CNc2nn[nH]n2)cc1,nt,nt,3,1,nt,-7,nt,-3
Nc1nc(SCc2ccccn2)c2ncn(C3OC(CO)C(O)C3O)c2n1 (centres undefined),4,0.2,4,1,1,-3,-1,-9
CC(=O)Nc1cccc(-c2ccnc3c2CC(C)(C(=O)NCc2ccc(F)c(F)c2)O3)c1 (centres undefined),0,1.4,1,5,-25,nt,6,1
CCOc1ccc(NC(=O)c2ccccc2SC)cc1,nt,1.0,4,0,46*,-7,nt,-11
CCN1C(=O)[C@H]2[C@@H](c3ccc(C)cc3)N3C(=O)N(c4ccc(C)cc4)C(=O)[C@@]3(C)[C@H]2C1=O,-2,nt,-3,-1,-8,-6,-7,-29
CCn1c(SCC(=O)N/N=C/c2c[nH]c3ccccc23)nnc1-c1ccc(C(C)(C)C)cc1,nt,-0.2,-1,0,nt,-5,nt,-3
Cc1noc(C)c1NC(=O)Nc1ccc2c(c1)C(=O)N([C@@H](C)CO)C[C@H](C)[C@H](CN(C)C(=O)Nc1ccc3c(c1)OCO3)O2,0,-0.2,6,-2,-4,6,1,-15
CC(=O)N1[C@@H](CO)[C@H](c2ccccc2)[C@@H]1CN(C)C(=O)CN1CCOCC1,4,-0.2,0,2,-6,-12,-2,-20
COC(=O)c1cc(NC(=O)c2c(-c3ccccc3)noc2C)ccc1N1CCOCC1,-3,nt,0,4,nt,-1,2,-15
O=C(N/N=C/C=C/c1ccco1)c1ccccc1Cl,nt,nt,0,49*,nt,-8,nt,-37
CCOC(=O)C1(C)CCCN1C(=O)c1ccc(C(F)(F)F)nc1C (centres undefined),0,0.0,6,-1,-1,nt,-8,-2
CC(=O)N1c2ccc(S(=O)(=O)N3CCC(C(=O)Nc4cc(C)ccn4)CC3)cc2CC1C (centres undefined),2,nt,3,-1,-19,13,-10,1
Cc1ccc(SCC(=O)NCC2COc3ccccc3O2)cc1 (centres undefined),nt,-0.1,-1,2,-12,-1,-10,-6
# The list goes on:
SMILES,PglD inh,E-selectin induc,ERp5 inh,CASP6 VEID inh,esBAF inh,ARNT TACC3 PPI,RAD54 branch,RAD52 anneal inh
Cc1noc(C)c1NC(=O)Nc1ccc2c(c1)CC(=O)N([C@@H](C)CO)C[C@H](C)[C@@H](CN(C)S(=O)(=O)c1ccc(Cl)cc1)O2,3,0.3,0,1,0,-7,-3,3
COCC(=O)N1C[C@@H](C)[C@H](OC)CN(C)C(=O)c2cc(NC(=O)NC(C)C)ccc2OC[C@@H]1C,0,0.0,2,-1,-1,-6,2,1
CO[C@H]1CC[C@@H]2CCOc3ccc(C#N)cc3C(=O)N(C)C[C@@H](OC)[C@H](C)C(=O)N(C)C[C@@H]1O2,-3,-0.1,9,1,4,-9,8,-4
COc1cccc(/C=C/C(=O)OCC(=O)Nc2ccc(N3CCOCC3)cc2)c1OC,nt,nt,3,-4,nt,-5,nt,-3
O=C(N[C@@H]1CC[C@H](CCNS(=O)(=O)c2ccccc2Cl)O[C@H]1CO)c1ccc(F)cc1,1,0.2,1,2,0,-42,1,0
CN1CCN(C(=O)C[C@H]2C[C@H]3c4cc(NC(=O)NC5CCCCC5)ccc4O[C@H]3[C@@H](CO)O2)CC1,-10&-1,-1.1,-1&-3,-12&0,5&2,-14,-1&-27,-9&3
CC1CCC2(CC1)NC(=O)N(CC(=O)Nc1cc(S(=O)(=O)N3CCCC3)ccc1Cl)C2=O (centres undefined),-6,-1.7,7,0,1,-14,-2,-17
CCNc1nnc(-c2ccc(C)cc2)o1,1,nt,nt,nt,15,-6,-3,nt
CCC(C)[C@@H](C(=O)N1CCNCC1)n1cc(CCCCN)nn1 (some centres undefined),-5,1.0,1,-10,-7,8,1,-2
Cn1c(SCc2cccnc2)nc2cccnc21,-5,nt,nt,nt,20,1,-4,nt
CS(=O)(=O)NNC(=O)Cn1nnc(-c2cc(C(F)(F)F)cc(C(F)(F)F)c2)n1,-1,nt,-7,-1,nt,nt,?,0
COC(=O)C1=C(C)N(CCCC(=O)O)C(=O)NC1c1ccc(OC)cc1 (centres undefined),3,0.8,12,0,-1,-6,-7,-8
Cc1c(NC(=O)C2CCCN(S(=O)(=O)c3cnc[nH]3)C2)c(=O)n(-c2ccccc2)n1C (centres undefined),5,nt,-8,-2,-2,-21,-1,-23
Cc1cccc(C(=O)OCC(=O)N2CCCCCC2)c1,-5,1.0,3,-5,15,-5,-2,-6
COc1cc(CCCN2CCNC[C@@H]2CC2CCCCC2)cc(OC)c1OC,-2,0.1,-5,-3,2,-8,-4,-39
CCCN(C)C[C@H]1Oc2ncc(C#Cc3ccc(F)cc3)cc2C(=O)N([C@@H](C)CO)C[C@H]1C,2,0.3,1,2,-3,10,6,-4
COCCCN(C(C)=O)c1nc(-c2ccc(OC)cc2)cs1,1,nt,nt,nt,-14,2,0,nt
Cc1cccc([C@@H]2[C@@H]3C(=O)N(Cc4ccccc4)C(=O)[C@@H]3[C@]3(C)C(=O)N(c4cccc(Cl)c4)C(=O)N23)c1,2,-0.1,1,1,-3,-3,5,-8
CC(C)C(=O)N1CCCC1(C)C(=O)NCc1ccc(Cl)cc1 (centres undefined),1,0.1,8,0,3,nt,12,-7
Cc1cc(C)n(CC(=O)NCCC2=CCCCC2)n1,2,0.3,1,0,1,-4,-8,-2
CN1C(=O)c2cc(NC(=O)c3cccc(C(F)(F)F)c3)ccc2OC[C@@H]2O[C@@H](CC(=O)O)CC[C@H]21,-1,0.1,-2,2,-1,-3,-3,-11
CCc1cccc(CC)c1NC(=O)CSc1nnc(C(C)C)n1CC,-3,nt,nt,nt,5,2,-7,nt
CCCS(=O)(=O)N1CCCC(C(=O)N2CCCCC2)C1 (centres undefined),6,-0.1,1,-2,-4,-9,3,-10
CC(C)NC(=O)Nc1ccc2c(c1)C(=O)N([C@@H](C)CO)C[C@@H](C)[C@H](CN(C)C(=O)Nc1ccccc1)O2,2,0.1,-3,4,1,20,-2,nt
Nc1nc(NCc2ccco2)nc(NCCO)c1[N+](=O)[O-],8,nt,3,0,-2,5,-3,-18

# Record cards, from the list above. Values in the order: PglD inh | E-selectin induc | ERp5 inh | CASP6 VEID inh | esBAF inh | ARNT TACC3 PPI | RAD54 branch | RAD52 anneal inh
# CCCN(C)C[C@H]1Oc2ncc(C#Cc3ccc(F)cc3)cc2C(=O)N([C@@H](C)CO)C[C@H]1C across the screens: 2 | 0.3 | 1 | 2 | -3 | 10 | 6 | -4
# CCC(C)[C@@H](C(=O)N1CCNCC1)n1cc(CCCCN)nn1 (some centres undefined) across the screens: -5 | 1.0 | 1 | -10 | -7 | 8 | 1 | -2
# COc1cccc(/C=C/C(=O)OCC(=O)Nc2ccc(N3CCOCC3)cc2)c1OC across the screens: nt | nt | 3 | -4 | nt | -5 | nt | -3

# More entries
SMILES,PglD inh,E-selectin induc,ERp5 inh,CASP6 VEID inh,esBAF inh,ARNT TACC3 PPI,RAD54 branch,RAD52 anneal inh
Nc1[nH]nc2nc(NCc3ccccc3)c3c(c12)CCN(Cc1ccccc1)C3,0,nt,nt,nt,3,-1,-2,nt
CN1CCN(C(=O)c2cc(Cl)cc(Cl)c2NC(=O)c2ccco2)CC1,nt,nt,-2,1,nt,-4,nt,-3
O=C(COC(=O)COc1ccccc1)NCCc1ccccc1,nt,-0.1,-3,2,3,8,nt,-17
COc1ccc(OC)c(C2NC(=O)NC(C)=C2C(=O)OC2CCCCC2)c1 (centres undefined),0,-0.1,2,1,-1,1,6,-12
CC(=O)Oc1c(Sc2ccccc2[N+](=O)[O-])c(C)nn1C(C)(C)C,nt,-2.0,0,9,nt,-31,nt,10
Cc1cc(C(=O)Nc2cccc3c2O[C@@H](CN(C)CC2CCCCC2)[C@@H](C)CN([C@@H](C)CO)C3=O)n(C)n1,7,1.3,-2,5,-3,-1,1,18
CCOc1ccc(N(C(=O)c2ccccc2Cl)C2=NC(C)(C)CS2)cc1,nt,0.5,1,3,nt,1,nt,-7
C=CCn1cc(C(=O)NCCCOCC)c(=O)c2cc(S(=O)(=O)N(CC)CC)ccc21,-6,nt,nt,nt,-4,-4,5,nt
CCOC(=O)Cc1csc(NC(=O)c2ccco2)n1,2,nt,nt,nt,13,2,-10,nt
Cc1c(C)n(Cc2ccccc2)c2ncnc(NCCCN(C)C)c12,1,0.1,2,-10,-1,5,-7,7
COc1ccc(NC(=O)C2CCCN2C(=O)NC2CCCCC2)c(OC)c1 (centres undefined),2,nt,-8,-4,2,-3,-8,-16
CCc1ccc(CNC(=O)C2CCCN(S(=O)(=O)N3CC(C)CC(C)C3)C2)cc1 (centres undefined),-4,nt,-5,2,4,2,-9,-13
COC(=O)C1=CN(c2cccc(OCc3ccccc3)c2)C(N)=C(C#N)C1c1ccccc1 (centres undefined),nt,-0.3,6,1,nt,nt,nt,-27
CC(C)(O)CCC(C)(C)O,1,nt,1,-3,-5,nt,3,-5
Cn1c(=O)[nH]c(=O)c2c1nc(N1CCN(CCO)CC1)n2Cc1ccccc1,3,0.0,1,0,3,2,14,-2
O=[N+]([O-])c1ccc2c(c1)CNc1ccccc1O2,nt,nt,0,1,nt,5,nt,-5
COc1c(OC(C)=O)ccc(/C=N\NC(=O)c2ccc(Br)cc2)c1[N+](=O)[O-],-1,nt,1,3,11,-5,-5,-20
OC(c1ccccc1)(c1ccccc1)C1CCN(C(=S)NCCc2ccccc2)CC1,nt,nt,11,1,nt,5,nt,-6
C[C@@H]1CN([C@H](C)CO)C(=O)c2ccccc2-c2ccccc2CO[C@@H]1CN(C)C(=O)Nc1ccc(-c2ccccc2)cc1,nt,0.7,-1,-2,nt,nt,nt,3
COc1ccc(N=C2NC(=O)/C(=C/c3ccc(O)c(OC)c3)S2)cc1,nt,-1.0,2,2,nt,-10,nt,-23
Cc1ccc(S(=O)(=O)N2CCCC2)cc1C(=O)NC1CCCCC1,-1,nt,6,-1,2,-1,-1,-6
O=C(c1cccc(C(=O)N2CCC(O)(c3ccccc3)CC2)c1)N1CCC(O)(c2ccccc2)CC1,4,0.1,0,5,-4,nt,-2,-6
COc1cc(NC(=O)CSc2nnc(C)s2)cc(OC)c1,4,nt,nt,nt,-3,0,-1,nt
